Screening results (PubChem)
NCOA2 inhibitor: human SRC2 (NCOA2) inhibition. Q15596. HEK293 GAL4-SRC2 luciferase reporter, luminescence. inhibition, % at 9 µM. 370,000 compounds, 0.17% hits;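 active = inhibition above the mean inhibition of all tested compounds plus 3 SD, set per campaign, cut at about 52% in these data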;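 note: 0% = DMSO treated cells and 100% = cells given Gossypol at 36 µM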
NCOA1 inh: inhibitors of human steroid receptor coactivator 1 (SRC1). Q15788. HEK293 GAL4-SRC1 luciferase reporter, luminescence. inhibition, % at 3.6 µM. 360,000 compounds, 0.12% hits;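 active = inhibition above the campaign mean plus 3 SD, with each screening campaign given its own cutoff, cut at about 60% in these data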;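 note: 0% = DMSO treated cells and 100% = gossypol at 36 µM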
NOD2-RIPK2 inh: blocks binding of human NOD2 to RIPK2; O43353; AID 624267; 360,000 compounds, 0.38% hits; inhibition, % at 4.98 µM; CHO BLA complementation NOD2-RIPK2, CCF4 ratio; in the data active = inhibition above about 21%;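 note: 0% = vehicle only and 100% = reference blocker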
MC4R antag cAMP: blocks human MC4R cAMP signaling | P32245 | MC4R-expressing cells, MTII-stimulated cAMP, LANCE TR-FRET | inhibition, % at 6.5 µM | 360,000 compounds, 0.48% hits | AID 540295;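 active = inhibition above its plate's cutoff, the mean of tested wells on that plate plus 3 SD, cut at about 29% in these data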;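 note: 0% = Melanotan II alone and 100% = Melanotan II plus saturating MCL0020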
Target sequence (P32245 whole entry, looked up): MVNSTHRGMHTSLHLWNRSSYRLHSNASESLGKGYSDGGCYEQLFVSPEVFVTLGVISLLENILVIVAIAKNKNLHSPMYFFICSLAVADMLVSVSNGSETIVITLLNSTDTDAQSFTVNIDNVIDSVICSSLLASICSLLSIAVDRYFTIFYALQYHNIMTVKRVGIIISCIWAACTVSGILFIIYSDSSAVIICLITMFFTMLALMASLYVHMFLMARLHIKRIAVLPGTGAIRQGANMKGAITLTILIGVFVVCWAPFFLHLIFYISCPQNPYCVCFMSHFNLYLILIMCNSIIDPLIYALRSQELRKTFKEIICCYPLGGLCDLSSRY
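system = U2OS cells with stable human MC4R expression | also added = Melanotan II challenge after compound preincubation | dosing = one concentration, 6.5 µM nominal | incubation = compound 30 min, challenge 1 h, detection 1 h | measured by = TR-FRET with Eu-cAMP and labeled anti-cAMP, 671 nm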
NCOA3 inh: inhibits human SRC3 coactivator; Q9Y6Q9; HEK293 GAL4-SRC3 luciferase reporter, luminescence; inhibition, % at 3.6 µM; 360,000 compounds, 0.17% hits; AID 588352;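 active = inhibition above a per-campaign cutoff, the mean of all compounds plus 3 SD, cut at about 60% in these data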;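 note: 0% = DMSO-treated cells and 100% = gossypol-treated cells at 36 µM; higher means less SRC3-driven luciferase light from the GAL4 reporter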
ABHD5-PLIN5 inh: ABHD5-PLIN5 protein interaction inhibition | 360,000 compounds, 0.78% hits | inhibition, % at 4 µM | Split G. princeps luciferase complementation, luminescence, 4 h | AID 602281;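 active = inhibition above the mean inhibition across every tested compound plus 3 SD, cut at about 22% in these data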;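 note: 0% = DMSO only wells and the 100% control is not disclosed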
MC4R barr agon: activates human MC4R beta-arrestin recruitment. AID 540308. P32245. U2OS MC4R beta-arrestin complementation, luminescence; percent of melanotan II response, DMSO zero. activation, % at 8.9 µM. 360,000 compounds, 0.98% hits;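 active = activation above a per-plate cutoff, the mean activation of sample wells on that plate plus 3 SD, cut at about 8% in these data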
LMP1 NFkB inh: inhibitors of Epstein-Barr LMP1-induced NF-kappaB reporter; AID 504558; LMP1-induced NF-kappaB luciferase reporter cells, luminescence; inhibition, % at 12.5 µM; 350,000 compounds, 0.69% hits; in the data active = inhibition above about 41%;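 note: 0% = neutral control wells and 100% = reference inhibitor control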
TLR9-MyD88 inh: blocks human TLR9 binding to MyD88; CHO BLA complementation TLR9-MyD88, CCF4 FRET ratio; 340,000 compounds, 0.21% hits; Q9NR96+Q99836; inhibition, % at 4.98 µM;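 active = inhibition above the mean over all tested compounds plus 3 SD, cut at about 21% in these data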;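 note: 0% = DMSO only wells and 100% = clavulanate BLA inhibitor control wells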
NR5A2 inv ag: NR5A2 inverse agonism in reporter assay. HEK293T StAR-luciferase reporter, LRH-1 transfected, 24 h. inhibition, % at 3.6 µM. 360,000 compounds, 0.13% hits;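 active = inhibition above the mean inhibition of all tested compounds plus 3 SD, cut at about 73% in these data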;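 note: 0% = DMSO wells and 100% = reporter-only cells lacking LRH-1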
COUP-TFII inh: NR2F2 (human) inhibition, primary screen; P24468; HEK293T NGFI-A luciferase reporter, luminescence; inhibition, % at 8.6 µM; 370,000 compounds, 0.7% hits;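 active = inhibition above a per-plate cutoff, mean inhibition of test wells between control levels plus 3 SD, cut at about 38% in these data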;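 note: cells cotransfected with COUP-TFII expression vector driving the NGFI-A reporter; 0% = median of COUP-TF2 test wells and 100% = reporter-only cells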
Target sequence (P24468 whole entry, looked up): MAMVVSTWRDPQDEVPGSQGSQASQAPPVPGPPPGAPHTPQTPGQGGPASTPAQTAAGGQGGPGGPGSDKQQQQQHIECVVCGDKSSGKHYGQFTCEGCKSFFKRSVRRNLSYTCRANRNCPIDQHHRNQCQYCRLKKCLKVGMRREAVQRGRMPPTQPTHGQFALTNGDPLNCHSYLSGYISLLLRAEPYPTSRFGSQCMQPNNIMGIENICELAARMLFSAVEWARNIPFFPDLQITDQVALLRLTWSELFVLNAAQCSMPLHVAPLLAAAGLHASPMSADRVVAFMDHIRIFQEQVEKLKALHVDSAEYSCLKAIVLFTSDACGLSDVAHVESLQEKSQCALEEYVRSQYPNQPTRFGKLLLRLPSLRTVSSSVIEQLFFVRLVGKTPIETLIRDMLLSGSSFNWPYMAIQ
* hit, by the source's call; . = no result given.

SMILES | NCOA2 inhibitor | NCOA1 inh | NOD2-RIPK2 inh | MC4R antag cAMP | NCOA3 inh | ABHD5-PLIN5 inh | MC4R barr agon | LMP1 NFkB inh | TLR9-MyD88 inh | NR5A2 inv ag | COUP-TFII inh
COC(=O)c1[nH]c2ccc(Cl)cc2c1NC(=O)CCN1CCN(C2CCCCC2)CC1 | -13 | -4 | 2 | -2 | 8 | 5 | -0.8 | 1 | -7 | -21 | 2
O=[N+]([O-])c1ccc(CN2CC(N3CCN(CC4CC4)CC3)CS2(=O)=O)cc1 (stereo not given) | 2 | -10 | -7 | -10 | 6 | -2 | -0.5 | -14 | -12 | 4 | 0
COc1ccccc1/C=C/CN1CCN(Cc2ccc(F)cc2)C(CCO)C1 (stereo not given) | 22 | -27 | 1 | 13 | 15 | 6 | -1.0 | 4 | 4 | 1 | 18
COc1ccc(-c2nc(CS(=O)CC(=O)NCCCN3CC(C)CC(C)C3)c(C)o2)cc1OC (stereo not given) | -6 | -10 | -5 | -2 | 9 | 4 | -0.8 | -14 | -4 | 4 | 15
COc1ccccc1C(=O)Nc1ccc(C(=O)Nc2ccccc2C(=O)O)cc1 | -4 | -48 | -7 | 9 | -10 | 6 | 0.0 | 22 | -19 | -13 | 3
O=C1OC(C(=O)Nc2ccccc2)Cc2ccccc21 (stereo not given) | -41 | -61 | -7 | 13 | -36 | 1 | -0.7 | -7 | -3 | -59 | -15
O=C(Nc1ccccc1)OCCCc1ccccc1 | -38 | -39 | 5 | 12 | -52 | -5 | -1.4 | -20 | -4 | -38 | -48
Cc1occc1-c1nnc(SCC(N)=O)n1Cc1ccccc1 | 9 | 3 | 5 | 4 | 14 | 4 | -0.8 | -13 | 3 | -5 | 12
NS(=O)(=O)c1ccc(CCNC(=O)C(=O)c2cn(CC(=O)N3CCCC3)c3ccccc23)cc1 | -2 | -12 | 1 | 7 | -6 | -2 | -0.8 | -1 | -1 | -1 | 1
Cc1cc(C)cc(N(C(=O)c2csnn2)C(C(=O)NC(C)(C)C)c2cccnc2)c1 (stereo not given) | -23 | 0 | -7 | 3 | -1 | 5 | -1.8 | 6 | -6 | 11 | 5
C/C(=N\NC(=O)Cc1cc(=O)[nH][nH]1)c1cccc([N+](=O)[O-])c1 | -12 | -18 | -4 | 12 | 20 | 4 | 0.0 | 3 | -14 | -6 | 8
O=C(Nc1cccc(F)c1)NC1CCN(Cc2ccccc2)CC1 | 1 | -2 | 0 | 5 | 14 | 1 | -2.5 | 8 | 6 | 4 | 14
O=[N+]([O-])c1cc(Cl)ccc1N1CCOCC1 | 19 | 12 | 1 | 3 | 13 | 6 | 0.6 | -2 | -3 | -5 | -11
COc1ccc(S(=O)(=O)NC2CCCC2)cc1NC(C)=O | -4 | -13 | -2 | 5 | 8 | 5 | 2.4 | 6 | -4 | -16 | -12
COc1ccccc1CNC(=O)CSc1ncc(C(=O)Nc2ccccc2)c(=O)n1C | -45 | 0 | -2 | 1 | 9 | 5 | -2.5 | 1 | -13 | 0 | 4
CCC1Sc2ccccc2N(CC(=O)NC2CC2)C1=O (stereo not given) | 7 | -10 | -4 | 15 | 14 | -4 | -3.3 | -6 | -7 | -1 | -14
COc1ccc(OC)c(NC(=O)c2cc3ccccc3o2)c1 | -41 | -26 | -3 | 3 | -8 | -1 | 0.6 | -32 | -5 | -1 | 0
O=C(CCS(=O)(=O)c1ccc(Br)cc1)N1CCN(c2ccccc2Cl)CC1 | 5 | -2 | 5 | 3 | -15 | 3 | -2.6 | -3 | 6 | -3 | 9
CC(=O)c1cn(-c2ccc([N+](=O)[O-])cc2)c(=O)n(C)c1=O | 8 | -3 | 0 | 11 | -2 | 7 | 0.2 | -10 | -8 | -3 | -9
CN(Cc1ccccc1)C(=O)c1cccc(N2C(=O)NC3CC2(C)Oc2ccccc23)c1 (stereo not given) | -16 | 3 | -11 | 14 | -5 | 4 | -0.6 | 1 | 1 | 12 | 11
Cc1[nH]n(-c2ccccc2)c(=O)c1N=Nc1ccc(Cl)cc1 | -18 | 13 | -13 | 6 | -3 | -9 | -1.5 | 6 | 7 | 6 | 10
O=C1CN(C(=O)COC(=O)CCC(=O)c2ccc(Cl)cc2)c2ccccc2N1 | 6 | 5 | 0 | 10 | -19 | -3 | -0.5 | 4 | 3 | -5 | 2
O=[N+]([O-])c1ccc(/C=N/Nc2nc(N3CCCCCC3)nc(N3CCCCCC3)n2)o1 | -11 | 16 | 2 | 21 | -8 | -5 | 2.5 | -24 | 1 | 11 | 7
CCOc1ccc(-c2nnc(SCC(=O)N(CC)CC)n2N)cc1 | -25 | -34 | -9 | 2 | -4 | -1 | -1.9 | 4 | 4 | -1 | -2
COc1ccc(CN(C(=O)CCC(=O)N2CCCCC2)c2nccs2)cc1OC | 2 | -2 | 6 | 1 | 12 | 1 | -0.7 | -16 | -9 | 6 | 19
COc1cc(C(=O)OCc2cccc(S(=O)(=O)N3CCOCC3)c2)ccc1OCC(C)C | -9 | -10 | -9 | -2 | -3 | 1 | 1.4 | 3 | -2 | -3 | 24
CC1CCCCC1NC(=O)c1cn(C)c2ccc(S(=O)(=O)N3CCCC3)cc2c1=O (stereo not given) | -2 | -1 | -2 | 4 | 16 | -1 | 0.0 | 4 | -10 | 12 | -7
Cn1c(CC(=O)Nc2ccccc2F)nnc1SCC(=O)NC1=NCCS1 | 1 | -7 | -3 | 4 | 8 | -2 | -1.4 | -9 | 1 | 8 | 15
CSc1ncccc1C(=O)Nc1cc(Cl)ccc1N1CCOCC1 | 8 | 4 | -7 | 4 | -5 | -5 | -1.3 | 5 | -3 | 11 | 7
CCOCCCNC(=O)C1(O)c2ccccc2NC(=O)N1c1ccc(C)c(C)c1 (stereo not given) | -6 | -3 | -7 | 10 | 0 | 5 | -2.0 | -5 | -9 | -31 | 13
C=CCOc1ccccc1CN(CCc1ccccc1)C(=O)c1cccc(S(C)(=O)=O)c1 | 21 | -4 | 5 | 18 | 8 | 10 | 1.6 | 10 | -3 | -9 | 5
CN(NC(=O)c1ccc(Cl)cc1)c1cccc(Cl)n1 | -3 | -17 | -1 | 3 | -7 | 2 | -2.6 | -2 | -19 | -27 | 2
CCOC(=O)[C@]12CCCC=C1N(Cc1ccc(Cl)cc1Cl)C(=O)[C@H](CC(=O)N1CCOCC1)C2 | 8 | . | 0 | . | . | -6 | . | . | . | 2 | -4
CCOc1ccc(C2C(C#N)=C(N)SC(N)=C2C#N)c(OCC)c1 | -7 | -11 | -3 | 19 | -28 | 2 | 0.5 | -3 | -7 | -3 | -10
COc1ccc(-c2nc(CCl)cs2)cc1 | -50 | -59 | 6 | -1 | -46 | -2 | -2.6 | 11 | 4 | -48 | -21
COc1cc(C(=S)N2CCCCC2)ccc1OCC(=O)Nc1ccccc1Cl | -24 | -12 | 6 | 12 | 4 | -1 | -0.1 | 7 | -12 | 11 | 13
CCCNC(=O)C1(C)CCCN(Cc2ccc(C(=O)OCC)o2)C1 (stereo not given) | -4 | 4 | -25 | 17 | -8 | 1 | 4.6 | . | . | -14 | -12
CC(N=C1NS(=O)(=O)c2ccccc21)C(=O)Nc1ccc(F)cc1Cl (stereo not given) | 25 | -13 | -6 | 2 | -11 | 0 | -2.3 | -2 | -2 | -8 | 11
Cc1cc(C)nc(SCc2nnc(SCC(=O)Nc3ccc(C)c(C)c3)n2Cc2ccco2)n1 | -19 | -17 | -8 | 5 | -22 | 7 | 2.0 | 2 | -12 | -3 | 19
CCCCN(C(=O)COc1ccc(F)cc1)c1c(N)n(CC(C)C)c(=O)[nH]c1=O | -28 | 7 | 0 | 6 | 1 | 5 | -0.8 | 1 | 4 | 18 | 5
Cc1noc(C)c1C(=O)N1CCC(Cc2ccccc2)CC1 | 2 | 12 | 2 | 3 | 5 | 6 | -1.8 | 7 | 11 | 3 | 14
CC1CCN(C(=S)c2ccc(-c3ccc(Cl)cc3Cl)o2)CC1 | 2 | -17 | 2 | 0 | -12 | -10 | 2.8 | -36 | 1 | 3 | 8
O=C(Cn1cnc(S(=O)(=O)N2CCCCC2)c1)N1CCN(c2ccc([N+](=O)[O-])cc2)CC1 | . | 2 | 9 | 13 | -1 | -8 | -3.1 | -4 | -14 | -2 | .
Cn1c(NC(=O)c2ccco2)cc(=O)n(C)c1=O | -19 | 5 | -1 | 0 | 11 | 4 | -1.8 | 3 | 3 | 5 | 10
CC(C)CCN=Cc1c(O)n(-c2ccccc2)c(=O)c2ccccc12 | -1 | 6 | 4 | 9 | 4 | 3 | -1.2 | 0 | -12 | 39 | 22
CCCCC(CC)COC(=O)c1ccc(N(C)C)cc1 (stereo not given) | -27 | -4 | -4 | 3 | 11 | -1 | 1.2 | -7 | -1 | -10 | -3

Eight entries already listed, ordered by SMILES length, low to high.
SMILES | NCOA2 inhibitor | NCOA1 inh | NOD2-RIPK2 inh | MC4R antag cAMP | NCOA3 inh | ABHD5-PLIN5 inh | MC4R barr agon | LMP1 NFkB inh | TLR9-MyD88 inh | NR5A2 inv ag | COUP-TFII inh
CCCCC(CC)COC(=O)c1ccc(N(C)C)cc1 (stereo not given) | -27 | -4 | -4 | 3 | 11 | -1 | 1.2 | -7 | -1 | -10 | -3
Cc1noc(C)c1C(=O)N1CCC(Cc2ccccc2)CC1 | 2 | 12 | 2 | 3 | 5 | 6 | -1.8 | 7 | 11 | 3 | 14
CC1CCN(C(=S)c2ccc(-c3ccc(Cl)cc3Cl)o2)CC1 | 2 | -17 | 2 | 0 | -12 | -10 | 2.8 | -36 | 1 | 3 | 8
COc1cc(C(=S)N2CCCCC2)ccc1OCC(=O)Nc1ccccc1Cl | -24 | -12 | 6 | 12 | 4 | -1 | -0.1 | 7 | -12 | 11 | 13
CC(N=C1NS(=O)(=O)c2ccccc21)C(=O)Nc1ccc(F)cc1Cl (stereo not given) | 25 | -13 | -6 | 2 | -11 | 0 | -2.3 | -2 | -2 | -8 | 11
CCCCN(C(=O)COc1ccc(F)cc1)c1c(N)n(CC(C)C)c(=O)[nH]c1=O | -28 | 7 | 0 | 6 | 1 | 5 | -0.8 | 1 | 4 | 18 | 5
Cc1cc(C)nc(SCc2nnc(SCC(=O)Nc3ccc(C)c(C)c3)n2Cc2ccco2)n1 | -19 | -17 | -8 | 5 | -22 | 7 | 2.0 | 2 | -12 | -3 | 19
O=C(Cn1cnc(S(=O)(=O)N2CCCCC2)c1)N1CCN(c2ccc([N+](=O)[O-])cc2)CC1 | . | 2 | 9 | 13 | -1 | -8 | -3.1 | -4 | -14 | -2 | .

The list is partial; count on the stated rates, not on these rows.
